USP1-UAF1 inh – USP1/UAF1 (human) deubiquitinase inhibition; 390,000 tested, 0.23% active; O94782; Potency, µM (titrated, usually from 57.1 µM), inactives show top-dose activity change, negative = inhibition, most hits filed as inhibitors; recombinant USP1/UAF1, Ub-Rhodamine cleavage fluorescence; further: potency means the concentration at half of the fitted maximal effect; on the % scale 0 is the no-effect control and ±100 the full control effect; nearly all actives have a fitted effect of over 60% in size; inactives centre near -12
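In this screen, compounds sit with the deubiquitinase complex (1nM) for 15 min at room temperature before Ub-Rho is added at 150nM final. Fluorescence rise is then followed for 6 reads every 60 seconds.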
RGS4 inh – inhibitors of human regulator of G protein signaling 4. P49798. Transcreener GDP fluorescence polarization, RGS4-accelerated GTP hydrolysis. Potency, µM (top dose mostly 114 µM), inactives show at the highest dose activity change, negative = inhibition, actives largely listed as inhibitors. 390,000 tested, 0.039% active; further: potency means the concentration at half of the fitted maximal effect; on the % scale 0 is the no-effect control and ±100 the full control effect; nearly all actives have a fitted effect of over 75% in size; some results filed as inactive show a strong effect at the top dose
Target sequence (P49798 whole entry, looked up): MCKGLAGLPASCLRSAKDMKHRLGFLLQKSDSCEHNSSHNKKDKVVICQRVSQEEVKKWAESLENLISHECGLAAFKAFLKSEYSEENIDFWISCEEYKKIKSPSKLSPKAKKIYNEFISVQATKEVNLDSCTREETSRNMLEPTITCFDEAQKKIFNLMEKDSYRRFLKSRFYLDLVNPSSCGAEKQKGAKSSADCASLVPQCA
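MLSMR compounds (23 nl, pin-transferred) preincubated 10 min at room temperature with a 500nM (2x) first reagent, then RGS4 at 900nM (2x) plus Transcreener GDP mix added; fluorescence polarization (620/688 nm) read before and after 90 min at 30 °C.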
LDHA block – LDHA (human) enzyme inhibition; P00338; purified LDHA, NADH/diaphorase-resazurin fluorescence; hits give low values; activity change, % (values are at about 110 or 230 µM); 480,000 tested, 0.15% active; in the data active means activity change below about -30%; inconclusive means mostly about -25% to -30%;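 further: plate controls were DMSO wells for no effect and wells without enzyme for full effect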
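LDH5 2 nM; NADH 0.06 mM, pyruvate 0.2 mM; 200 mM Tris pH 7.4, EDTA, Tween-20; 5 min RT. Detection: diaphorase 0.133 mg/mL + resazurin 37 µM, fluorescence ex540/em590 at 0 and 20 min; normalized to enzyme-free and DMSO wells.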
TrxR1 inh – rat TrxR1 inhibition | O89049 | recombinant rTrxR1, NADPH fluorescence consumption, selenite substrate | Potency, µM (highest dose often 114 µM), inactives show at the highest dose activity change, negative = inhibition, usual class: inhibitors | 390,000 tested, 1% active | AID 588453; further: potency means the concentration at half of the fitted maximal effect; on the % scale 0 is the no-effect control and ±100 the full control effect; nearly all actives have a fitted effect of over 65% in size
Target sequence (O89049 whole entry, looked up): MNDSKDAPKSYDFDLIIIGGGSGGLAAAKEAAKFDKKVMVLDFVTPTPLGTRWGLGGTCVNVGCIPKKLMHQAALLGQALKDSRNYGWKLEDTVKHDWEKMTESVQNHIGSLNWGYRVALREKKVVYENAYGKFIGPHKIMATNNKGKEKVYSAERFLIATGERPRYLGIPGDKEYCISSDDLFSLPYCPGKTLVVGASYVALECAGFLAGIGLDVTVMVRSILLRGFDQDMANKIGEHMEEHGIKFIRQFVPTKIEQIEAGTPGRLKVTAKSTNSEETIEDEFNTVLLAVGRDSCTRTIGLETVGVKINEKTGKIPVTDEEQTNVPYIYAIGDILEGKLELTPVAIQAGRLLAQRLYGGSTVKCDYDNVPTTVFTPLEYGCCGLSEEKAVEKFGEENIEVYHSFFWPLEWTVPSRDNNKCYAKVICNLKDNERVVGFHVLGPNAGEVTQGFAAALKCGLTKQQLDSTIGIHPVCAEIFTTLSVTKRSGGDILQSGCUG
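Rat TrxR1 (90 nM in the dispensed reagent) was pre-reduced with 400 uM NADPH for 5 min at room temperature, then incubated with compound for 15 min. After 400 uM selenite was added, NADPH fluorescence (Ex 340/Em 450 nm) was followed for 8 min.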
Vif-A3F inh – inhibitors of Vif-A3F interaction. HeLa A3F-eYFP + Vif (tagged APOBEC3F with the HIV-1 protein that degrades it), YFP fluorescence increase. Potency, µM (titrated, usually from 46.1 µM), inactives show at the top dose activity, negative = active. 390,000 tested, 0.2% active; further: potency means the concentration at half of the fitted maximal effect; % of control where 0% means no effect; nearly all actives have a fitted effect of over 65% in size
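HeLa cells stably expressing Vif plus C-terminally eYFP-tagged A3F were seeded, incubated overnight at 37 deg C, dosed with compound, incubated overnight again at 37 deg C. Yellow fluorescence (Ex 488/Em 500-530) reported blocked Vif-mediated A3F-eYFP degradation.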
IDH1 R132H inh – human IDH1 R132H inhibition. IDH1-R132H enzyme, NADPH consumption, diaphorase/resazurin fluorescence. AID 602179. Potency, µM (top dose mostly 76.6 µM), inactives show at the highest dose activity change, negative = inhibition, usual class: inhibitors. 390,000 tested, 0.093% active. O75874; further: potency means the concentration at half of the fitted maximal effect; on the % scale 0 is the no-effect control and ±100 the full control effect; nearly all actives have a fitted effect of over 65% in size
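IDH1-R132H (0.5 ug/mL dispensed) in pH 7.5 Tris buffer was preincubated 30 min with compound, then given a substrate mix of 0.016 mM NADPH and 2 mM alpha-KG for 80 min at room temperature; remaining NADPH was read by diaphorase/resazurin fluorescence.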
Vif-A3G inh – blocks the Vif interaction with human APOBEC3G; Q9HC16; HeLa A3G-eYFP + Vif (tagged APOBEC3G with the HIV-1 protein that degrades it), YFP fluorescence, overnight; Potency, µM (titrated, usually from 46.1 µM), without a hit: at the highest dose activity, negative = active, usual class: inhibitors; 410,000 tested, 0.076% active;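 further: potency means the concentration at half of the fitted maximal effect; on the % scale 0 is the no-effect control and ±100 the full control effect; nearly all actives have a fitted effect of over 60% in size; hits raise eYFP signal because A3G escapes Vif-driven loss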
Target sequence (Q9HC16 whole entry, looked up): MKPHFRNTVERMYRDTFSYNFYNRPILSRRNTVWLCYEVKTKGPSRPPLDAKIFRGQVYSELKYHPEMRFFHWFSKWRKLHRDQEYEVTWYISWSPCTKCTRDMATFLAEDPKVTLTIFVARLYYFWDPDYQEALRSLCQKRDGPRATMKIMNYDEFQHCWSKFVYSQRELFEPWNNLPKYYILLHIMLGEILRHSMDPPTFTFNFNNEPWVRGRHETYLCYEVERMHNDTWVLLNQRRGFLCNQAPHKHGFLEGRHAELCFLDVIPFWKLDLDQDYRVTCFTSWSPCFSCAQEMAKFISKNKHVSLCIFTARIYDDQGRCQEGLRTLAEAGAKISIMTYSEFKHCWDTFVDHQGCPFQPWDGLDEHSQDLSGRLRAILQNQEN
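Read-out is eYFP fluorescence (Ex 488/Em 500-530) from Vif-expressing HeLa A3G-eYFP cells; more signal means A3G escaped Vif-mediated degradation. Cells plated overnight, compound pinned in, incubated overnight at 37 deg C.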
Glioma ERSR ind – inducers of ER stress response in human glioma cells | U87-MG GRP78 promoter luciferase reporter, 16 h | Potency, µM, for inactives: top-dose activation, actives largely listed as activators | 420,000 tested, 0.02% active; further: potency means the concentration at half of the fitted maximal effect; series mostly up to about 76 µM; % of control where 0% means no effect; nearly all actives have a fitted effect of over 35% in size
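ERSR induction read as luciferase luminescence (Bright-Glo, 10 min at room temperature) in stably transfected human U87-MG glioma cells exposed to compounds for 16 h, using GRP78 as sensor.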
TrxR1 substrate – substrates of rat thioredoxin reductase 1. 390,000 tested, 0.01% active. purified TrxR1 substrate turnover, NADPH consumption readout. Potency, µM (top dose mostly 114 µM), inactives show at the highest dose activity change, negative = substrate turnover. AID 588456; further: potency means the concentration at half of the fitted maximal effect; on the % scale 0 is the no-effect control and ±100 the full control effect; nearly all actives have a fitted effect of over 50% in size
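Rat TrxR1, dispensed at 90 nM, was prereduced with 400 uM NADPH (final) for 5 min at ~22 deg C, then incubated with compound 15 min before 400 uM selenite. A first-read NADPH fluorescence drop versus no-compound background flagged substrates.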
Starred values were filed as active, the others as inactive; ? = inconclusive; & = joins results of further samples; [ ] = dose if it differs, or a comment. Unless noted, the call rests on the fitted dose curve; in most records, active means well fitted curve in the direction sought with a large enough effect; inconclusive means small, poorly fitted or top-dose-only effect, or another doubt; inactive means no such curve, though single readings can be large; an effect the other way counts as inactive or inconclusive.

Start of the data: the first seven entries, ahead of the listing:
SMILES	USP1-UAF1 inh	RGS4 inh	LDHA block	TrxR1 inh	Vif-A3F inh	IDH1 R132H inh	Vif-A3G inh	Glioma ERSR ind	TrxR1 substrate
CCn1c(C)cc(/C=C2/SC(=S)NC2=O)c1C	-7%	-10%	-7	-17%	-5%	-8%	1%	-5%	-13%
O=C(c1cccc(S(=O)(=O)NCc2ccccc2)c1)N1CCN(c2ccccc2)CC1	-13%	-13%	-1	4%	2%	0%	-26%	-5%	-3%
CCOC(=O)NC(=O)C(=CNc1cccc(OC)c1)C(=O)NC(=O)OCC	-27%	-26%	-2	10%[57.1 µM]	0%	-3%	-2%	-1%	-2%[57.1 µM]
COc1ccccc1NC(=O)C1=C(C)N(c2ccccc2)C(=S)NC1c1cccc(C(F)(F)F)c1 (stereo not drawn)	-25%	-9%	-9	12%	10%	10%	8%	-5%	-5%[57.1 µM]
O=C(O)C(Cc1ccccc1)N1C(=O)/C(=C/C=C/c2ccco2)SC1=S (stereo not drawn)	?	?	22	20µM*	-5%	-3%	3%	-2%	-14%
COc1cc(C(C(=O)Nc2c(C)cccc2C)N(C)C(=O)c2ccc(-n3cnnn3)cc2)ccc1O (stereo not drawn)	0%	11%	-2	19%	-21%	-4%	0%	-2%	4%
CC(=O)c1ccccc1OCCn1nnc(-c2ccc(C)cc2)n1	-16%	-2%	-1	15%	-1%	6%	-1%	-7%	-2%

Main list (from the top)
SMILES	USP1-UAF1 inh	RGS4 inh	LDHA block	TrxR1 inh	Vif-A3F inh	IDH1 R132H inh	Vif-A3G inh	Glioma ERSR ind	TrxR1 substrate
CCn1c(C)cc(/C=C2/SC(=S)NC2=O)c1C	-7%	-10%	-7	-17%	-5%	-8%	1%	-5%	-13%
O=C(c1cccc(S(=O)(=O)NCc2ccccc2)c1)N1CCN(c2ccccc2)CC1	-13%	-13%	-1	4%	2%	0%	-26%	-5%	-3%
CCOC(=O)NC(=O)C(=CNc1cccc(OC)c1)C(=O)NC(=O)OCC	-27%	-26%	-2	10%[57.1 µM]	0%	-3%	-2%	-1%	-2%[57.1 µM]
COc1ccccc1NC(=O)C1=C(C)N(c2ccccc2)C(=S)NC1c1cccc(C(F)(F)F)c1 (stereo not drawn)	-25%	-9%	-9	12%	10%	10%	8%	-5%	-5%[57.1 µM]
O=C(O)C(Cc1ccccc1)N1C(=O)/C(=C/C=C/c2ccco2)SC1=S (stereo not drawn)	?	?	22	20µM*	-5%	-3%	3%	-2%	-14%
COc1cc(C(C(=O)Nc2c(C)cccc2C)N(C)C(=O)c2ccc(-n3cnnn3)cc2)ccc1O (stereo not drawn)	0%	11%	-2	19%	-21%	-4%	0%	-2%	4%
CC(=O)c1ccccc1OCCn1nnc(-c2ccc(C)cc2)n1	-16%	-2%	-1	15%	-1%	6%	-1%	-7%	-2%
CN=C(C)C1=C(O)C(C(=O)OC)C(C)(C)CC1=O (stereo not drawn)	-12%	-7%	-1	-5%	3%	7%	1%	0%	-3%
CC1CCc2nn(CC(=O)N3CCCCCC3)cc2C1 (stereo not drawn)	-7%	19%	-7	17%	4%	-1%	1%	4%	-5%
COc1cc(S(=O)(=O)N2CCC(O)(c3cccc(C(F)(F)F)c3)CC2)ccc1-n1cnnn1	-22%	0%	-2	13%	-12%	5%	-12%	-4%	7%
CCOC(=O)c1c(C)[nH]c(C)c1S(=O)(=O)NCc1ccccc1OCC	-21%	8%	-2	1%	2%	2%	-11%	-4%	-6%
O=C(Cn1ccc(C(F)(F)F)n1)Nc1cccc(S(=O)(=O)N2CCCCC2)c1	-10%	30%	-6	17%[57.1 µM]	12%	-2%	0%	-4%	6%[57.1 µM]
CCOC(=O)c1c(N)n(-c2ccc(N)cc2)c2nc3ccccc3nc12	-19%	-7%[11.4 µM]	-2	12%	2%	0%	-1%	-3%	1%
CCCN(C(=O)c1ccc(OCC(C)C)cc1)c1c(N)n(Cc2ccccc2)c(=O)[nH]c1=O	5%	0%	-9	5%	-8%	-4%	-15%	-3%	0%
CCOC(=O)C1(CCOc2ccccc2)CCN(C(=O)CCSC)CC1	-18%	0%	-3	5%	11%	0%	9%	1%	2%
Cc1ccc(NC(=O)CCOc2ccccc2)cc1	-14%&-19%	-9%&-11%	-4&1	-15%	0%&0%	-5%&6%	-2%&-4%	?	-5%
CC12CCC(=O)N1C(C(=O)NCCc1ccc(F)cc1)CS2 (stereo not drawn)	-22%	-5%	-1	12%	4%	-4%	1%	2%	-3%
CCc1c(C(=O)Nc2nnc(C3CC3)s2)csc1C	-20%	40%	-13	31%	-2%	5%	-3%	-1%	13%
C/C(=N/NC(=O)Cc1cccc2ccccc12)c1cccs1	-15%	-10%	-3	15%[57.1 µM]	-9%	1%	1%	-5%	-3%
CC(NC(=O)c1ccc2ccccc2n1)c1ccc(S(N)(=O)=O)cc1 (stereo not drawn)	-15%	-8%	-3	7%[57.1 µM]	-12%	1%	0%	1%	4%[57.1 µM]
Cn1ncc2c(NNC(=O)Cc3cccc4ccccc34)ncnc21	-13%	-13%	2	-1%	-15%	0%	0%	-4%	-7%
Cc1ccc(S(=O)(=O)N(C)C)cc1NC(=O)COC(=O)c1n[nH]c(=O)c2ccccc12	-5%	-7%	-13	8%[57.1 µM]	-4%	-5%	0%	0%	-4%[57.1 µM]
O=C(CCNS(=O)(=O)c1ccc(Br)cc1)NC1CCCCC1	-6%	19%	-6	2%	-1%	-7%	-2%	-2%	1%
CC(C)(C)Nc1c2ccccc2nc2ccccc12	-19%	4%	-2	9%	1%	8%	4%	-9%	3%
C=C(C)C1CCC(C)=C1CC(C)(C)/C=N\n1cnnc1 (stereo not drawn)	?	2%	-1	-2%	-1%	2%	3%	0%	-6%

(further entries)
SMILES	USP1-UAF1 inh	RGS4 inh	LDHA block	TrxR1 inh	Vif-A3F inh	IDH1 R132H inh	Vif-A3G inh	Glioma ERSR ind	TrxR1 substrate
C=CCNC(=O)c1ccccc1NC(=O)c1ccc(Cl)c(S(=O)(=O)Nc2ccccc2)c1	-7%	-5%	-6	-8%	0%	-1%	-5%	0%	3%
CCCCNC(=O)COC(=O)c1c2c(nc3ccccc13)CCC2	-9%	-5%	2	-11%[57.1 µM]	14%	-3%	1%	1%	7%[0.0914 µM]
Cc1nc(SCC(=O)c2cc3ccccc3oc2=O)c(C#N)c(-c2ccccc2)c1C(=O)Nc1ccccc1	-4%	3%	-1	-34%	0%	3%	2%	-3%	-10%
COc1ccc(Br)cc1/C=N/NC(=O)c1ccc(OC)c(OC)c1	?	-6%	-18	17%[57.1 µM]	-7%	9%	-5%	-2%	-6%
O=C(Oc1ccccc1-c1nnco1)c1ccccc1	-11%	5%	-1	-3%[57.1 µM]	-5%	9%	-7%	0%	12%[57.1 µM]
COc1cccc(C(=O)Cn2c(NCCO)nc3ccccc32)c1	-31%	-24%	-8	8%	-8%	2%	6%	-4%	7%
CCOc1cccc(C=Nc2cc(C)cc(C)c2O)c1O	?	?	5	?	-1%	-2%	-5%	4%	-2%
Cc1cccn2c(=O)c(C(=O)NCCCN3CCCCC3C)c(O)nc12 (stereo not drawn)	-25%&-12%	16%&7%	3&8	13%&-15%	3%&-1%	-8%&32%	1%&2%	-2%&-1%	29%&20%
CC(=O)Nc1cccc(NC(=O)CSc2cn(CC(=O)N(C(C)C)C(C)C)c3ccccc23)c1	-9%	2%	-1	21%	2%	-5%	0%	0%	1%
COc1ccc(OCCNC(=O)c2ccccc2OCC(=O)N2CCCCC2)cc1	-6%	-18%	6	12%	-17%	2%	3%	-2%	-9%
O=C(NCCc1ccc(Cl)cc1)C1CCCN1C(=O)Nc1ccc(F)cc1 (stereo not drawn)	-4%	-6%	-13	4%	0%	-6%	-1%	-3%	-2%
O=C(O)C1(Nc2ccccc2)CCCC1	-7%	-2%	-13	-18%	-6%	-6%	3%	-3%	-13%
O=C(CSc1nnc(Cc2ccccc2)o1)N1CCCC1	-8%	13%[11.4 µM]	-8	9%	1%	-4%	3%	0%	1%
Cc1ccc(C)c(N(C(=O)c2snc(C(N)=O)c2N)C(C(=O)NCC2CCCO2)c2ccc(C)o2)c1 (stereo not drawn)	-19%	-10%	6	5%[57.1 µM]	14%	1%	0%	-3%	40%[activator][57.1 µM]
O=c1oc2ccccc2nc1/C=C(\O)c1ccc(Br)cc1	-12%	8%	3	-5%	-8%	-9%	1%	4%	-1%
Cc1ccccc1OCCn1c(=O)sc2ccccc21	-17%	17%	-2	10%[57.1 µM]	-13%	3%	-8%	1%	5%[57.1 µM]
COC(=O)c1cccnc1-n1c(=O)c2cccnc2n(CC(=O)Nc2c(C)cc(C)cc2C)c1=O	-16%	10%	-11	11%	0%	12%	-3%	-1%	-2%

Look-ups from the results shown.
Result for `O=C(O)C1(Nc2ccccc2)CCCC1` under LDHA block: -13
Result for `CC(NC(=O)c1ccc2ccccc2n1)c1ccc(S(N)(=O)=O)cc1` (stereo not drawn) under USP1-UAF1 inh: -15%

Not all compounds are listed; the hit share may differ from the screen's.
